# PG9 binder: binds the HIV-1 gp120 antibody PG9. 360,000 tested, 0.43% active. inhibition, % at 6.7 µM. TR-FRET gp120-PG9 antibody binding; in the data active = inhibition above about 8.5%
# DAX1 inh-1: DAX1 (NR0B1) inhibition, primary screen | HEK293T StAR-luciferase reporter, SF-1/DAX-1 repression relief | AID 652010 | 370,000 tested, 1.1% active | inhibition, % at 6.8 µM;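 active = inhibition above the mean over all tested compounds plus 3 SD, cut at about 3.6% in these data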;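 also: 0% = DAX-1 cells with DMSO and 100% = cells lacking DAX-1 with DMSO; higher inhibition means more luminescence from relief of DAX-1 repression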
# hcDAF12 agonist: activators of H. contortus DAF-12 nuclear receptor | HEK293 hcDAF-12 lit1-tk-luc reporter, luminescence; 0% DMSO, 100% Δ7-dafachronic acid | activation, % at 6.8 µM | 370,000 tested, 1.4% active;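 active = activation above the mean of all tested compounds plus 3 SD, cut at about 5.5% in these data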;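 also: 100% = response to 3 µM Δ7-dafachronic acid high control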
# DAX1 inh-2: inhibitors of human orphan nuclear receptor DAX1 (NR0B1); AID 504766; P51843; 340,000 tested, 0.99% active; inhibition, % at 6.75 µM; HEK293 Gal4-DAX1 luciferase reporter, luminescence;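 active = inhibition above the mean over all tested compounds plus 3 SD, cut at about 4.2% in these data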;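 also: 0% = DAX1-transfected cells with DMSO and 100% = empty-vector control cells with DMSO; inhibition shows as a rise in luminescence from relieved DAX1 repression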
# Target sequence (P51843 207-470 limits assumed): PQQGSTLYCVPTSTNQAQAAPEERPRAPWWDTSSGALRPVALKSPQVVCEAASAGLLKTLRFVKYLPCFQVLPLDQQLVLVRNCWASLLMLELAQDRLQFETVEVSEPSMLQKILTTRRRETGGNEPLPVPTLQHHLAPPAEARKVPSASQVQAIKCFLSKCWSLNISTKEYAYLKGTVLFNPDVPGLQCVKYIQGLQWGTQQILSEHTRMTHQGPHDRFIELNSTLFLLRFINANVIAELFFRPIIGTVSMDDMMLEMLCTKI
# Rev-erbA mod: modulators of human Rev-erb alpha DNA binding. Rev-erbα–FITC-DNA binding, fluorescence polarization, 90 min. P20393. activity, % at 10 µM. AID 1259318. 370,000 tested, 0.79% active;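 active = activity above about 14%, limit read from the data; passing the limit was not always enough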;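 also: 0% = DMSO wells with 35 nM protein and 100% = DMSO wells with 750 nM protein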
# Target sequence (P20393 whole entry, looked up): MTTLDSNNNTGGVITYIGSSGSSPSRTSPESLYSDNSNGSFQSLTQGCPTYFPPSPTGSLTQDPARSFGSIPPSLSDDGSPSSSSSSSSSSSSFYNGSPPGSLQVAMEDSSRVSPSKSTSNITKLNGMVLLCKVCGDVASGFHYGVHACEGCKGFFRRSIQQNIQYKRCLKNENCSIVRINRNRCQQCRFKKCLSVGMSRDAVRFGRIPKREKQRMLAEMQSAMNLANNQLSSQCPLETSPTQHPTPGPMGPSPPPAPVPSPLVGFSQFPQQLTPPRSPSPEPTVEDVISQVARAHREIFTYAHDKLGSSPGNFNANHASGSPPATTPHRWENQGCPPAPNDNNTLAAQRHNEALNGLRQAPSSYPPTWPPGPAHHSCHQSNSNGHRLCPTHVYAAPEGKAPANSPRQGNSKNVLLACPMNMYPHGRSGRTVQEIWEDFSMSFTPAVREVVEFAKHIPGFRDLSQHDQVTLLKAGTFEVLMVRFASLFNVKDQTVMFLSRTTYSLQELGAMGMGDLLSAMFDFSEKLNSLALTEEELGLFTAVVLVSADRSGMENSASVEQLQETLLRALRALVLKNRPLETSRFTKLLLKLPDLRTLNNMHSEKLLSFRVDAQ
# hgDAF12 agonist: activates the H. glycines DAF-12 receptor ligand-binding domain | HEK293 GAL4-hgDAF12 UAS-luciferase reporter, agonist luminescence; normalized to butyrate control | activation, % at 6.8 µM | 370,000 tested, 1.8% active | AID 687014;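 active = activation above a cutoff set at the mean of all screened compounds plus 3 SD, cut at about 10% in these data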;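 also: 0% = DMSO wells and 100% = sodium butyrate wells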
# ssDAF-12 act: S. stercoralis DAF-12 activation, primary screen. HEK293 ssDAF-12/GRIP1 lit1-tk-luc reporter, luminescence; % of 3 µM dafachronic acid response. activation, % at 6.8 µM. 370,000 tested, 1% active;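 active = activation above the mean over all tested compounds plus 3 SD, cut at about 0.9% in these data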;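 also: 0% = DMSO-only wells and 100% = 3 µM delta7-dafachronic acid wells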
# PLC-beta3 inh: inhibitors of human phospholipase C beta3 | 370,000 tested, 0.18% active | inhibition, % at 12.2 µM | Purified PLC-beta3, fluorogenic substrate, fluorescence | AID 720704; in the data active = inhibition above about 11%;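 also: 0% = median of compound wells on plate and 100% = full blocker control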
# HGIII-sPLA2 inh: Inhibits HGIII-sPLA2 liposome hydrolysis, primary screen. 370,000 tested, 0.56% active. inhibition, % at 12.2 µM. Q9NZ20. QFRET BODIPY PC-A2 liposome hydrolysis, fluorescence;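 active = inhibition above mean plus 3 SD of compounds lying within the high and low control bounds, cut at about 19% in these data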;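 also: 0% = median of test compound wells and 100% = no enzyme DMSO wells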
# FXN GAA850 act: frataxin GAA850 promoter activation | HEK293 lucGAA850 FXN promoter luciferase reporter, 24 h; percent of 10 µM SAHA response | activation, % at 6 µM | 360,000 tested, 0.56% active | AID 540364;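 active = activation above the average of all compounds screened plus 3 SD, cutoff fixed separately per campaign, cut at about 7.5% in these data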;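 also: 0% = DMSO wells and 100% = 10 µM SAHA wells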
# SMARCA2 activ: activators of SMARCA2 function; 370,000 tested, 1% active; MG213 cells, MMTV-luciferase reporter, dexamethasone, overnight; activation, % at 9.1 µM; in the data active = activation above about 7.8%;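 also: 0% = vehicle wells and 100% = reference activator wells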
# Numbers without * were called inactive; . = not tested or not shown.
[1] Cc1ccc([N+](=O)[O-])cc1S(=O)(=O)Nc1ccc(C(=O)NCC2CCCO2)cc1 (stereo not drawn)
[2] CCCn1c(-c2ccc(F)cc2)cnc1SCC(=O)O
[3] CC(=O)Nc1c(O)nc(SCC(=O)Nc2nnc(SCc3ccccc3)s2)[nH]c1=O
[4] NC(=O)C1CC(=O)N(c2ccc(OCC(=O)Nc3ccc(Cl)cc3)cc2)C1 (stereo not drawn)
[5] CC(NCC(=O)Nc1ccccc1C(=O)NC1CC1)c1cccc(C(F)(F)F)c1 (stereo not drawn)

assay / entry	1	2	3	4	5
PG9 binder	-2.4	1.0	-1.1	1.4	-0.2
DAX1 inh-1	0.4	0.0	0.3	0.6	-1.2
hcDAF12 agonist	1.2	-1.5	-0.7	-1.3	-2.4
DAX1 inh-2	0.8	0.7	2.4	-1.3	1.0
Rev-erbA mod	4.1	-0.1	-13.4	-2.0	1.2
hgDAF12 agonist	-1.3	-1.0	-1.2	0.0	-2.5
ssDAF-12 act	-0.8	-1.2	-0.9	-0.7	-1.0
PLC-beta3 inh	-8.9	-0.7	-4.5	2.8	-3.2
HGIII-sPLA2 inh	-7.6	3.6	2.5	5.2	4.8
FXN GAA850 act	-0.9	-0.8	-1.4	1.0	-1.5
SMARCA2 activ	-0.9	-1.1	5.4	-2.9	-1.6

[6] Cc1ccc(N/C=C2\C(=O)N(c3ccc(F)cc3F)C(c3cccnc3)S2(=O)=O)cc1 (stereo not drawn)
[7] Cc1csc(-c2cccnc2)n1
[8] CCN(CC)CCn1c(NS(=O)(=O)c2ccc(Cl)cc2)nc2ccccc21
[9] COc1ccc(C(C)=O)cc1COc1ccc(F)cc1
[10] Cc1ccccc1-c1cnc(C(O)c2cc(Cl)cc(Cl)c2)[nH]1 (stereo not drawn)

assay / entry	6	7	8	9	10
PG9 binder	1.4	0.3	-0.1	1.5	-0.8
DAX1 inh-1	0.0	1.1	-0.1	-0.8	-0.7
hcDAF12 agonist	-0.6	0.9	-0.5	-1.4	0.9
DAX1 inh-2	-0.2	1.8	-0.2	0.0	.
Rev-erbA mod	2.1	0.7	10.2	4.2	3.6
hgDAF12 agonist	-0.5	-0.1	1.1	6.3	-0.5
ssDAF-12 act	-0.9	0.1	-1.4	-1.4	-0.1
PLC-beta3 inh	-9.9	1.7	-6.7	-5.3	1.8
HGIII-sPLA2 inh	7.0	0.8	4.9	-6.4	-2.3
FXN GAA850 act	2.6	3.8	-0.5	2.1	-1.5
SMARCA2 activ	-2.8	-0.8	-2.9	1.0	-2.5

[11] O=C(CN1C(=O)NC2(CCc3ccccc3C2)C1=O)Nc1ccc(Cl)cc1F (stereo not drawn)
[12] CCOc1ccccc1CNC(=O)CN1C(=O)CSc2ccc(S(=O)(=O)N3CCOCC3)cc21
[13] CCOC(=O)Nc1sc(C(=O)N(C)C)c(C)c1C(=O)OCC
[14] CC(OC(=O)c1cc(S(=O)(=O)N(C)C)ccc1N1CCCC1)C(=O)NCc1ccccc1 (stereo not drawn)
[15] CNC(=O)Nc1ccc(Cn2cc(C(F)(F)F)ccc2=O)cc1

assay / entry	11	12	13	14	15
PG9 binder	0.2	0.4	0.3	-3.0	0.3
DAX1 inh-1	0.5	0.2	0.2	-0.3	0.6
hcDAF12 agonist	-1.4	0.2	-0.5	-0.3	-1.1
DAX1 inh-2	-1.0	0.1	0.2	1.4	0.0
Rev-erbA mod	0.1	-1.8	-1.6	-0.6	-4.3
hgDAF12 agonist	2.5	-0.5	-0.2	-2.9	-1.6
ssDAF-12 act	-2.0	-1.0	-1.2	-0.8	-1.2
PLC-beta3 inh	-1.9	-2.9	-2.1	-5.3	0.6
HGIII-sPLA2 inh	0.4	6.6	7.0	-5.8	3.5
FXN GAA850 act	1.9	0.3	1.3	1.2	1.1
SMARCA2 activ	2.0	0.2	-0.4	-1.7	-1.6

[16] CC1CCCN(C(=S)SCC(=O)O)C1 (stereo not drawn)
[17] CC(=O)N1CCN(CCN2C(C)=CC(=C(C#N)C#N)C=C2C)CC1
[18] CCC1(c2ccccc2)SCC(c2ccccc2)=NC1=O (stereo not drawn)
[19] CNC(=O)COc1ccc(Nc2nnc(C)c3ccccc23)cc1
[20] CC(C)CCNC(=O)c1csc2c1CCCCC2

assay / entry	16	17	18	19	20
PG9 binder	-1.8	-0.7	-1.0	-1.6	-0.2
DAX1 inh-1	0.4	-0.5	-1.1	0.6	-0.4
hcDAF12 agonist	0.0	0.0	-2.6	2.9	1.0
DAX1 inh-2	0.5	-0.3	-0.9	.	-0.2
Rev-erbA mod	3.8	5.1	1.3	4.3	1.3
hgDAF12 agonist	0.1	-2.6	3.2	6.0	6.3
ssDAF-12 act	-0.8	-1.3	-1.4	0.1	-0.7
PLC-beta3 inh	-2.3	-3.0	5.0	-4.1	-0.4
HGIII-sPLA2 inh	12.4	-2.5	-1.5	1.9	1.9
FXN GAA850 act	1.0	0.9	1.8	0.0	4.0
SMARCA2 activ	-2.0	0.2	-2.5	4.2	-2.6

[21] CC(C)Cn1c(N)c(C(=O)COC(=O)c2nccnc2N)c(=O)n(C)c1=O
[22] CN(C(=O)CN1CCN(c2ccccc2F)CC1)C1CCCc2ccccc21 (stereo not drawn)
[23] CC(C)NS(=O)(=O)c1ccc(OCC(=O)NCc2cccnc2)cc1
[24] O=C(CSc1nc2ccccc2o1)c1ccc2c(c1)OCCO2
[25] CC(CNC1CCCCC1)OC(=O)c1ccccc1 (stereo not drawn)

assay / entry	21	22	23	24	25
PG9 binder	0.5	0.1	1.2	1.4	-0.7
DAX1 inh-1	-1.5	-0.1	-0.3	-0.7	1.4
hcDAF12 agonist	-1.9	-0.8	-1.1	-0.2	0.2
DAX1 inh-2	0.8	-1.9	1.4	3.8	0.0
Rev-erbA mod	-1.7	-0.5	-4.0	-0.9	3.7
hgDAF12 agonist	-2.2	-0.5	-3.6	-0.8	-0.1
ssDAF-12 act	-0.2	-0.8	-0.9	-1.4	-1.3
PLC-beta3 inh	-461.2	-8.7	-2.3	1.3	2.7
HGIII-sPLA2 inh	0.8	1.9	2.7	-15.4	0.7
FXN GAA850 act	1.2	-0.8	2.0	2.1	1.9
SMARCA2 activ	0.3	-1.8	-2.1	-0.8	2.0

[26] CCCCCC(=O)NNC(=S)NC(C)=O
[27] CCOC(=O)c1cc(-c2ccccc2)sc1NC(=S)Nc1cc(C)ccn1
[28] CCOc1ccccc1NS(=O)(=O)c1c(C)[nH]c(C)c1C(=O)N1CCCCC1
[29] CCOc1ccc(Oc2ccc(S(=O)(=O)N3CCOCC3)cc2NC(=O)C2=COCCO2)cc1
[30] CCN(C(=O)COC(=O)c1cccc(S(=O)(=O)N(C)C)c1)c1c(N)n(Cc2ccccc2)c(=O)[nH]c1=O

assay / entry	26	27	28	29	30
PG9 binder	2.2	-0.2	-1.2	-1.4	-0.5
DAX1 inh-1	-0.2	-0.3	-0.7	-3.3	1.6
hcDAF12 agonist	-0.9	1.0	-1.2	-1.3	-0.2
DAX1 inh-2	0.0	0.5	0.2	-1.6	1.1
Rev-erbA mod	-1.5	20.9	-5.7	3.2	-0.2
hgDAF12 agonist	0.0	0.0	-1.5	0.1	1.9
ssDAF-12 act	-1.3	-1.2	-1.5	-1.5	-0.9
PLC-beta3 inh	-4.5	4.4	-5.2	-3.0	-1.2
HGIII-sPLA2 inh	1.9	-2.6	-0.7	-26.2	-4.0
FXN GAA850 act	-2.0	0.7	1.7	1.4	-0.4
SMARCA2 activ	-4.4	-0.6	-0.3	-1.6	2.5

[31] CC(=O)c1ccc(OCc2cc(C(=O)NC(C)Cc3ccccn3)no2)cc1 (stereo not drawn)
[32] Cc1cccc(NC(=O)CN(C)S(=O)(=O)c2cccc3nsnc23)c1C
[33] CC(=O)Nc1ccc(S(=O)(=O)Nc2cccc(NC(=O)c3ccco3)c2)cc1
[34] CCOc1c(C)cc(S(=O)(=O)NCc2ccccn2)c(C)c1C
[35] CSc1cccc(NC(=O)CSc2ncccc2C(=O)Oc2cccc([N+](=O)[O-])c2)c1
[36] CN(C)c1cc(NC(=O)CNC(C)(C)CC(C)(C)C)c2ccccc2n1
[37] O=C(COC(=O)c1ccc(S(=O)(=O)N2CCCC2)cc1)NCc1cccs1

assay / entry	31	32	33	34	35	36	37
PG9 binder	1.4	-1.4	-2.5	2.0	-0.9	-1.2	0.4
DAX1 inh-1	-0.1	-0.2	-0.6	-0.4	-0.5	-0.6	0.4
hcDAF12 agonist	-1.7	-0.9	-0.5	2.1	1.6	-1.4	0.8
DAX1 inh-2	0.2	-1.1	0.8	1.1	-0.5	-1.6	1.6
Rev-erbA mod	-1.4	-1.7	-5.3	8.1	-0.3	5.8	4.7
hgDAF12 agonist	-0.5	-0.7	-2.1	0.3	2.8	-0.5	-1.4
ssDAF-12 act	-1.5	0.0	-0.5	-1.2	1.4*	-1.4	-1.7
PLC-beta3 inh	-10.5	3.0	3.3	-4.1	-11.0	-11.7	-1.9
HGIII-sPLA2 inh	-0.8	2.4	-6.5	-5.0	-4.7	6.9	8.1
FXN GAA850 act	-0.9	1.4	0.4	1.7	2.6	-0.2	2.3
SMARCA2 activ	-3.1	-2.0	-0.7	1.1	1.2	-1.8	-2.9

# Of the compounds above, 7 contain two or more sulfur atoms:
[3] CC(=O)Nc1c(O)nc(SCC(=O)Nc2nnc(SCc3ccccc3)s2)[nH]c1=O
[12] CCOc1ccccc1CNC(=O)CN1C(=O)CSc2ccc(S(=O)(=O)N3CCOCC3)cc21
[16] CC1CCCN(C(=S)SCC(=O)O)C1 (stereo not drawn)
[27] CCOC(=O)c1cc(-c2ccccc2)sc1NC(=S)Nc1cc(C)ccn1
[32] Cc1cccc(NC(=O)CN(C)S(=O)(=O)c2cccc3nsnc23)c1C
[35] CSc1cccc(NC(=O)CSc2ncccc2C(=O)Oc2cccc([N+](=O)[O-])c2)c1
[37] O=C(COC(=O)c1ccc(S(=O)(=O)N2CCCC2)cc1)NCc1cccs1

assay / entry	3	12	16	27	32	35	37
PG9 binder	-1.1	0.4	-1.8	-0.2	-1.4	-0.9	0.4
DAX1 inh-1	0.3	0.2	0.4	-0.3	-0.2	-0.5	0.4
hcDAF12 agonist	-0.7	0.2	0.0	1.0	-0.9	1.6	0.8
DAX1 inh-2	2.4	0.1	0.5	0.5	-1.1	-0.5	1.6
Rev-erbA mod	-13.4	-1.8	3.8	20.9	-1.7	-0.3	4.7
hgDAF12 agonist	-1.2	-0.5	0.1	0.0	-0.7	2.8	-1.4
ssDAF-12 act	-0.9	-1.0	-0.8	-1.2	0.0	1.4*	-1.7
PLC-beta3 inh	-4.5	-2.9	-2.3	4.4	3.0	-11.0	-1.9
HGIII-sPLA2 inh	2.5	6.6	12.4	-2.6	2.4	-4.7	8.1
FXN GAA850 act	-1.4	0.3	1.0	0.7	1.4	2.6	2.3
SMARCA2 activ	5.4	0.2	-2.0	-0.6	-2.0	1.2	-2.9

# Screens as filed in PubChem.

# Hits appear at their usual frequency, and some 7% of all compounds hit somewhere here.
